Assay outcomes deposited in PubChem by several laboratories.
Shn3 inh set2 = Schnurri-3 reporter inhibition in Clone20 osteoblasts | Clone20 osteoblast Shn3 3'UTR firefly luciferase, 24 h | inhibition, % at 12.5 µM | 360,000 compounds, 0.52% hits;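 active = mean inhibition of at least 75% with every replicate also reaching 75%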;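 note: 0% = median of neutral control wells and 100% = pilot-screen positive control compound; some compounds past the cut are filed as inactive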
NR2E3 ag-1 = NR2E3 (human) agonism. Q9Y5X4. GST-NR2E3/biotin-RetCOR TR-FRET, 1536-well. inhibition of corepressor binding, % at 4.78 µM. 320,000 compounds, 0.12% hits. AID 2300;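 active = percent inhibition above the cutoff of mean plus 3 SD of all tested compounds, set per screening campaign, cut at about 20% in these data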;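 note: 0% = DMSO wells and 100% = biotin wells as full block of FRET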
Target sequence (Q9Y5X4 whole entry, looked up): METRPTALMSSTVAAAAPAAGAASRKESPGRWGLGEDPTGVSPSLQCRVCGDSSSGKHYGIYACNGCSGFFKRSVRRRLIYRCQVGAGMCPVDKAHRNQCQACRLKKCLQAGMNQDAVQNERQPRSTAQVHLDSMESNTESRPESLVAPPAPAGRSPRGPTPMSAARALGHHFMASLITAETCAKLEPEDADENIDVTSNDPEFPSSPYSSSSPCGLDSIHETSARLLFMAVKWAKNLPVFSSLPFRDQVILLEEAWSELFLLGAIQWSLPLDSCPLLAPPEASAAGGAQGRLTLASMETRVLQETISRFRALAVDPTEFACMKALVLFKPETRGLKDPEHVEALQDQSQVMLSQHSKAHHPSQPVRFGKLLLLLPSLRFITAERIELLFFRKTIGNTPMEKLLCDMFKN
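Format: 1536-well format; test system: GST-NR2E3 and biotin-RetCOR proteins; read-out basis: percent inhibition of TR-FRET ratio; timing: 5 h incubation at 4 °C; detection: time-resolved FRET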
KKLEB cytotox = CF airway cell cytotoxicity counter-screen; KKLEB CF airway cells viability, ATPlite luminescence, overnight; active compounds read low; cells stimulated with P. aeruginosa culture filtrate; activity change (cytotoxicity), % at 5 µM; 360,000 compounds, 0.36% hits;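 active = corrected activity change at or below -50% at 5 µM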
TROY NFkB inh = inhibitors of TROY-dependent NF-kB signaling; inhibition, % at 10 µM; 360,000 compounds, 0.98% hits; Q293 LMP1-TROYcd NF-kB luciferase reporter, 4 h;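 active = compounds whose plate-normalised and pattern-corrected inhibition of the luciferase reporter signal at the single screening dose is 50% or more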
CF NFkB inh = inhibitors of cystic fibrosis induced NF-kB; KKLEB NF-kB-GFP reporter, PAF-induced, GFP fluorescence overnight; inhibition, % at 5 µM; 360,000 compounds, 0.86% hits; AID 588850;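 active = at least 50% inhibition at 5 µM, scaled per plate between neutral and stimulator controls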;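 note: PAF is a Pseudomonas aeruginosa culture filtrate used as stimulus; plate controls were PAF-stimulated DMSO wells for no effect and unstimulated DMSO wells for full effect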
HIF-2a inh = inhibitors of HIF-2a; 786-0 RCC cells HIF-2a reporter, luciferase luminescence, overnight; inhibition, % at 18.8 µM; 360,000 compounds, 0.72% hits;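 active = inhibition of the luminescence signal of 40% or more relative to plate controls, in a single-dose primary screen at 18.75 µM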
NR2E3 ag-2 = human photoreceptor-specific nuclear receptor agonism; Q9Y5X4; CHO-S Gal4-NCOR/VP16-NR2E3 two-hybrid, luciferase; inhibition of corepressor binding, % at 3.98 µM; 360,000 compounds, 0.35% hits; AID 602229;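 active = inhibition above the mean of all tested compounds plus 3 SD, cut at about 70% in these data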;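 note: 0% = DMSO with NR2E3 transfected cells and 100% = cells lacking NR2E3 construct; higher means lower luciferase signal from less NR2E3 corepressor binding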
Peg3 promoter = reduces Peg3 promoter-driven luciferase expression in HeLa; HeLa PEG-Prom luciferase reporter, luminescence, overnight; inhibition, % at 20 µM; 360,000 compounds, 1.7% hits; AID 588405;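 active = inhibition of at least 50% at 20 µM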
TWEAK Fn14 block = inhibitors of TWEAK-Fn14 interaction signaling; TWEAK-stimulated Fn14 reporter cells, luciferase luminescence, 8 h; inhibition, % at 10 µM; 360,000 compounds, 2% hits; in the data active = inhibition above about 50%
TRPM1 prom inh = inhibitors of MITF-driven TRPM1 promoter in melanoma cells. 330,000 compounds, 0.83% hits. AID 488899. inhibition, % at 12.5 µM. SK-MEL-5 TRPM1 promoter luciferase, 24 h;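 active = mean inhibition across replicates of 60% or more, whatever share of single replicates reaches that level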; note: values of inactives mirror those of a sister screen read the other way
C8 TRAIL sens = sensitizes caspase-8 expressing cells to TRAIL; inhibition (viability loss, TRAIL sensitization), % at 10 µM; NB7+C8 cells + TRAIL, ATPlite viability luminescence; 360,000 compounds, 1% hits; AID 624354;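 active = compounds causing at least 50% loss of cell viability in the single-dose screen, relative to plate controls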
Active calls of the source: *; x = no result given.

Sample of the layout, nine compounds:
Molecule	Shn3 inh set2	NR2E3 ag-1	KKLEB cytotox	TROY NFkB inh	CF NFkB inh	HIF-2a inh	NR2E3 ag-2	Peg3 promoter	TWEAK Fn14 block	TRPM1 prom inh	C8 TRAIL sens
CC(=O)O[C@@H]1[C@H]2[C@@H](C[C@@H](C)[C@@H]3C=CC(=O)[C@@]13C)OC(=O)[C@@H]2C	-30	2	1	-8	34	15	2	-4	9	2	-11
COc1ccccc1CNC(=O)C(NC(=O)C1CCCCC1)C(C)C (stereo not drawn)	18	4	-6	7	-7	15	-42	2	3	-5	1
Cc1cc([N+](=O)[O-])nn1CCC(=O)NC1CCCCCC1	-8	-1	13	5	-17	8	-22	10	-9	-5	-3
Cc1ccc(C)c(C(=O)CN2C(=O)c3ccccc3S2(=O)=O)c1	12	-1	0	27	9	-53	-36	1	60*	16	23
CCn1c(=O)c2ccccc2n(Cc2ccc([N+](=O)[O-])cc2)c1=O	-16	0	-14	-1	33	18	16	0	-3	-14	-14
CCN(C[C@H]1N[C@@](C)(C(=O)OC)[C@H]2C(=O)N(C)C(=O)[C@@H]12)C(=O)Nc1ccc(Cl)cc1	-19	x	13	-4	-25	-2	-6	-8	-2	-5	0
COc1ccc(Nc2ncnc3c2c(C)c(C)n3CCCN(C)C)cc1	9	-1	5	55*	-6	-51	-6	-69	59*	-40	1
O=C(OCCC1Oc2cccnc2NC1=O)c1ccc(Cl)cc1 (stereo not drawn)	8	0	-3	14	-9	11	-11	-2	-2	-1	-8
CCc1ccc(N2CC(C(=O)OC)CC2=O)cc1 (stereo not drawn)	-1	3	8	15	-5	16	-11	2	6	-4	12

The list itself, repeating the preview:
Molecule	Shn3 inh set2	NR2E3 ag-1	KKLEB cytotox	TROY NFkB inh	CF NFkB inh	HIF-2a inh	NR2E3 ag-2	Peg3 promoter	TWEAK Fn14 block	TRPM1 prom inh	C8 TRAIL sens
CC(=O)O[C@@H]1[C@H]2[C@@H](C[C@@H](C)[C@@H]3C=CC(=O)[C@@]13C)OC(=O)[C@@H]2C	-30	2	1	-8	34	15	2	-4	9	2	-11
COc1ccccc1CNC(=O)C(NC(=O)C1CCCCC1)C(C)C (stereo not drawn)	18	4	-6	7	-7	15	-42	2	3	-5	1
Cc1cc([N+](=O)[O-])nn1CCC(=O)NC1CCCCCC1	-8	-1	13	5	-17	8	-22	10	-9	-5	-3
Cc1ccc(C)c(C(=O)CN2C(=O)c3ccccc3S2(=O)=O)c1	12	-1	0	27	9	-53	-36	1	60*	16	23
CCn1c(=O)c2ccccc2n(Cc2ccc([N+](=O)[O-])cc2)c1=O	-16	0	-14	-1	33	18	16	0	-3	-14	-14
CCN(C[C@H]1N[C@@](C)(C(=O)OC)[C@H]2C(=O)N(C)C(=O)[C@@H]12)C(=O)Nc1ccc(Cl)cc1	-19	x	13	-4	-25	-2	-6	-8	-2	-5	0
COc1ccc(Nc2ncnc3c2c(C)c(C)n3CCCN(C)C)cc1	9	-1	5	55*	-6	-51	-6	-69	59*	-40	1
O=C(OCCC1Oc2cccnc2NC1=O)c1ccc(Cl)cc1 (stereo not drawn)	8	0	-3	14	-9	11	-11	-2	-2	-1	-8
CCc1ccc(N2CC(C(=O)OC)CC2=O)cc1 (stereo not drawn)	-1	3	8	15	-5	16	-11	2	6	-4	12
C#CCOCCOCCOCCNc1nc(N2CCN(C(=O)[C@H](CCCCN)n3cc([C@@H](N)C(C)CC)nn3)CC2)nc(N2CCN(C(=O)[C@H](Cc3cc4ccccc4[nH]3)n3cc([C@@H](N)C(C)CC)nn3)CC2)n1 (stereo partly drawn)	-7	x	0	-18	10	19	11	-6	-11	3	-17
O=C1NC(c2ccncc2)Nc2sc3c(c21)CCCC3 (stereo not drawn)	10	2	-11	-12	-5	-167	-40	-70	-15	-16	-6
CCc1ccc(OCC(=O)O/N=C(\N)c2cccnc2)cc1	-4	0	10	-27	-1	-190	-56	-74	-34	x	-10
COCOc1ccc(-c2cc(=O)c3c(O)cc(OCOC)cc3o2)cc1	-34	0	-6	-54	-23	-174	3	-180	-29	x	41
COc1cccc(N2[C@@H](CC(=O)O)c3cc(C(F)(F)F)ccc3S2(=O)=O)c1	-3	-2	9	-4	-18	3	-13	17	-5	15	1
O=C(c1ccc(Cl)cc1)c1ccccc1C(=O)N1CCOCC1	0	-1	1	11	5	6	-1	0	-3	7	-3
Cc1ccc(Nc2nc3c(c(=O)[nH]2)CCCC3)cc1	-31	0	4	-33	-5	-259	-22	-176	-23	-34	-18
CCN(CC)CCn1c(NC(=O)c2ccc(Cl)cc2)nc2ccccc21	12	5	-15	-48	-3	-135	-30	-84	-16	0	32
Cc1ccc(/C=C/C(=O)N2CCCN(C(=O)/C=C/c3ccc(C)cc3)CC2)cc1	-6	3	-1	-79	-32	-132	-35	-79	-55	-5	20
O=C(Nc1ccccc1N1CCOCC1)c1cccc(Oc2ccccc2)c1	10	-1	-8	-6	-3	-34	1	9	-18	-10	14
CS(=O)(=O)N(CC(=O)O)Cc1cccc(CN(CC(=O)O)S(C)(=O)=O)c1	-4	1	10	1	-15	9	33	2	-6	-1	9
CSCCCNC(=S)Nc1ccc(N2CCOCC2)cc1N1CCOCC1	-6	0	13	-12	1	19	-7	0	-3	3	-37
CCOC(=O)C1=C(C)N(c2ccccc2)C(=O)/C1=C\c1ccc(O)c(OC)c1	-4	2	-2	-13	29	5	10	-15	25	-5	-13
Cc1cnc(C)c(N2CCN(Cc3cn(C)nc3-c3cccc(Cl)c3)CC2)n1	0	2	-16	-15	14	8	-23	5	-1	19	-7
NS(=O)(=O)c1ccc(NC(=S)N2CCN(C(=O)C3CCCO3)CC2)cc1 (stereo not drawn)	-17	3	-6	11	-8	8	-4	22	-1	5	-8
Nn1cnnc1N/N=C/c1ccc(Cl)cc1Cl	-1	x	5	-29	4	-5	-14	-26	-1	12	-21
CC(=O)N1N=C(c2ccco2)CC1c1cc2cc(C)ccc2nc1Cl (stereo not drawn)	x	3	-1	-12	17	21	-24	9	16	x	-10
N#Cc1ccccc1OCC(=O)C1CC1	6	6	-8	5	6	-10	-17	-2	7	-5	5
Oc1ccc(/C=N/Nc2nccnc2Cl)cc1	-37	0	2	-61	-12	-184	-140	-214	-5	-6	-13
CCSc1nc(O)c(CC)c(=O)n1C(C)CC (stereo not drawn)	2	-1	-2	16	-4	-6	11	0	15	13	-11
CN1CCC(CN)(N2CCN(c3ccccc3)CC2)CC1	-11	1	10	4	-7	3	-18	-23	7	-4	7

Later entries.
Keys – A = Shn3 inh set2; B = NR2E3 ag-1; C = KKLEB cytotox; D = TROY NFkB inh; E = CF NFkB inh; F = HIF-2a inh; G = NR2E3 ag-2; H = Peg3 promoter; I = TWEAK Fn14 block; J = TRPM1 prom inh; K = C8 TRAIL sens
> O=c1c2ccccc2c2ccccc2c(=O)n1Cc1cccnc1
  A: 3; B: 1; C: 10; D: -4; E: -11; F: 9; G: -3; H: 5; I: 8; J: 8; K: 1

> COCCN=C1NC(=O)C(CC(=O)Nc2cccc(Cl)c2C)S1 (stereo not drawn)
  A: -4; B: -1; C: 17; D: -7; E: -6; F: 6; G: 2; H: 12; I: -12; J: 15; K: 6

> CCOC(=O)Cc1cc(=O)n2[nH]c(C)cc2n1
  A: -1; B: 1; C: 2; D: -9; E: -9; F: 6; G: -12; H: 11; I: -2; J: 2; K: -6

> CCc1n[nH]c(=S)n1N=C1CCC(C)CC1 (stereo not drawn)
  A: -5; B: 2; C: -5; D: -5; E: 8; F: 20; G: 8; H: 5; I: -8; J: -19; K: -2

> COc1ccccc1-c1c(NC(=O)C(C)C)n(C)c2ccccc2c1=O
  A: -12; B: 2; C: -1; D: 9; E: -1; F: 14; G: -7; H: 8; I: -5; J: 0; K: -5

> COc1ccc(/C(O)=C2/C(=O)C(=O)N(c3ccccn3)C2c2ccc(F)cc2)cc1 (stereo not drawn)
  A: -65; B: x; C: 4; D: -33; E: -4; F: -196; G: -84; H: -131; I: 7; J: -82; K: 0

> O=[N+]([O-])c1ccccc1Nc1cccnc1
  A: -36; B: 2; C: 23; D: 8; E: -13; F: 13; G: -6; H: 1; I: 9; J: 4; K: -17

> COc1ccccc1C(=O)NCC(=O)N(C)Cc1nc2ccccc2c(=O)[nH]1
  A: 1; B: x; C: -19; D: 7; E: -4; F: 13; G: -7; H: 4; I: -7; J: x; K: -6

> CN(Cc1ccccc1)C(=O)c1ncn(Cc2ccccc2)c1C(=O)N(C)Cc1ccccc1
  A: 3; B: -1; C: -3; D: -12; E: -21; F: -2; G: 1; H: 24; I: 13; J: -11; K: -2

> COc1ccc(C(=O)NC2CCCc3ccccc32)c(OC)c1OC (stereo not drawn)
  A: 17; B: 3; C: -7; D: -25; E: -6; F: 6; G: -6; H: 10; I: -12; J: 5; K: -2

> CSc1nnc2c3c4c(sc3nc(-n3nc(C)cc3C)n12)COC(C)(C)C4
  A: 2; B: x; C: -1; D: 8; E: -2; F: 10; G: 0; H: 16; I: 5; J: 4; K: 2

> OCCCC1CCCN(Cc2cn[nH]c2-c2ccc(F)cc2F)C1 (stereo not drawn)
  A: 0; B: 0; C: 3; D: 11; E: 36; F: 13; G: -6; H: -1; I: 9; J: x; K: -1

> c1ccc2c(c1)Cn1nnnc1-2
  A: -25; B: 3; C: -5; D: 16; E: -3; F: 13; G: 10; H: 12; I: 14; J: 2; K: -7

> Cc1ccc(-c2nc3ccc(Cl)cc3n2OC(C)C(=O)O)cc1 (stereo not drawn)
  A: -105; B: 2; C: -3; D: 23; E: 0; F: -206; G: -134; H: -228; I: -9; J: -21; K: 3

> O=C(Nc1ccc(C(=O)O)cc1)/C(=C\c1ccc([N+](=O)[O-])cc1)NC(=O)c1ccco1
  A: 2; B: x; C: -1; D: 2; E: -4; F: 6; G: -15; H: 7; I: 5; J: x; K: -14

> COC(=O)C1CCN(S(=O)(=O)Cc2ccccc2Cl)CC1
  A: -6; B: x; C: 2; D: 0; E: 4; F: 7; G: 10; H: 13; I: -9; J: 0; K: 12

> O=C(c1ccccc1Cl)N(Cc1ccccc1F)N1C(=O)CCCC1=O
  A: -8; B: 8; C: 11; D: 0; E: -14; F: 17; G: 15; H: 11; I: -5; J: 19; K: -10

> Cc1ccc(-c2cc(C(=O)N3N=C(C(F)F)CC3(O)C(F)F)c3ccccc3n2)cc1C (stereo not drawn)
  A: -9; B: -7; C: -50*; D: 7; E: 52*; F: -290; G: -35; H: -42; I: 20; J: -18; K: 19

> O=C(c1csc2ccccc12)N1CCCCCC1
  A: 7; B: -2; C: 5; D: 12; E: -9; F: 15; G: -6; H: 10; I: 6; J: -2; K: -14

An excerpt; rates above refer to the full screens.
